Source: PubChem BioAssay (several laboratories)
Mcl1-Noxa inh: disrupts binding of human Mcl-1 to Noxa peptide; Q07820; TR-FRET Mcl-1/Noxa peptide binding, 2 h; inhibition, % at 21.7 µM; hit rate 1.5% among 220,000;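 active means compounds that cut the protein-peptide binding signal by more than 50% relative to plate controls in a single-dose test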;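 further: His-tagged Mcl-1 with rhodamine Noxa BH3 peptide and terbium anti-His antibody; 0% = Mcl-1 plus Noxa peptide wells and 100% = peptide-only wells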
Target sequence (Q07820 whole entry, looked up): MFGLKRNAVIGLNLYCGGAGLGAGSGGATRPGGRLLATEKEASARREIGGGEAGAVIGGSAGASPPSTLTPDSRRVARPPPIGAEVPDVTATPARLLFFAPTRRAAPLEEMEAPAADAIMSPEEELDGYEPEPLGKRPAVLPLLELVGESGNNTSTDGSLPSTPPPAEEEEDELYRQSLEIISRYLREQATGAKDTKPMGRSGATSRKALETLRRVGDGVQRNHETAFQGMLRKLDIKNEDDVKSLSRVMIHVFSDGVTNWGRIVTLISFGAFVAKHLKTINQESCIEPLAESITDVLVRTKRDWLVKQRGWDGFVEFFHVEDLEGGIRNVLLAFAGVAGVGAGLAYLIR
Rac1 wt modul: human Rac1 wildtype GTP binding, inhibitors and activators. hit rate 0.27% among 190,000. GST-Rac1 beads, fluorescent GTP binding, flow cytometry; actives lie on both sides; 0 = cold GTP competed, 100 = untreated. P63000. GTP binding activity (% of control), % at 10 µM. AID 757;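 active means GTP binding activity at least 20 points away from the 100% control level, either lower or higher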
Avidin bead fluor: compound fluoresces at 488/530 nm on avidin beads | compound fluorescence 488/530 nm, flow cytometry; hits give high values | hit rate 0.38% among 220,000 | fluorescence (KMESF) at 10 µM; in the data active means fluorescence above about 47; further: inactives centre near 10
Cdc42 wt GTP: changes GTP binding to wildtype human Cdc42; P60953; GST-Cdc42 beads, Bodipy-GTP binding, flow cytometry; actives lie on both sides; percent activity (GTP binding), % at 10 µM; hit rate 0.2% among 190,000;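 active means percent activity GTP binding at least 20 points away from the 100% baseline, either down as inhibitor or up as activator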;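 further: median bead fluorescence of bound Bodipy-FL-GTP at 100 nM; 0% = excess unlabeled GTP control and 100% = no compound control; below 100% means less GTP binding so inhibitor and above means activator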
Target sequence (P60953 whole entry, looked up): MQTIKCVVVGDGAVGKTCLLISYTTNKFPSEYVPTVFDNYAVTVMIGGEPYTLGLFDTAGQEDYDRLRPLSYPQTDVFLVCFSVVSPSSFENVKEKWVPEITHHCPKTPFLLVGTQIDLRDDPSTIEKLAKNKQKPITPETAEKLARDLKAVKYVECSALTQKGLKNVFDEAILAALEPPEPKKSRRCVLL
Rac1 act GTP bind: modulators of GTP binding to human Rac1 activated mutant; P63000; GST-Rac1 activated beads, fluorescent GTP binding, flow cytometry; actives lie on both sides; 100% means binding = to untreated wells; percent activity (GTP binding), % at 10 µM; hit rate 0.11% among 190,000; AID 764;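 active means GTP binding at least 20 percentage points away from the 100% baseline, in either direction, so actives lie on both sides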
GSH bead fluor: GSH bead compound fluorescence profile; hit rate 0.25% among 190,000; fluorescence (KMESF) at 10 µM; AID 1776; GSH beads flow cytometry, compound fluorescence 488/530 nm; hits give high values; in the data active means fluorescence above about 89;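 further: glutathione beads carrying GST-tagged Bcl family fusion proteins plus one bare bead set; values are compound well signal with DMSO vehicle wells as background; inactives centre near 16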
Pf gamet viab: P. falciparum stage V gametocyte viability inhibition; P. falciparum stage V gametocytes, ATP luminescence, 24 h; hit rate 0.065% among 150,000; inhibition, % at 10.9 µM; AID 743093;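 active means inhibition above the mean plus 3 SD of compounds within the control limits, set per campaign, cut at about 38% in these data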;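 further: 0% = DMSO wells and 100% = medium only without gametocytes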
HRas wt GTP: changes GTP binding to wildtype human HRas; GST-Ras wt beads, Bodipy-FL-GTP binding, flow cytometry; actives lie on both sides; GTP binding activity, % at 10 µM; hit rate 0.14% among 190,000;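 active means GTP binding activity at least 20% away from the 100% baseline, either lowered as inhibitor or raised as activator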;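 further: 0% = unlabeled GTP competition control and 100% = no-compound control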
Target sequence (P01112 whole entry, looked up): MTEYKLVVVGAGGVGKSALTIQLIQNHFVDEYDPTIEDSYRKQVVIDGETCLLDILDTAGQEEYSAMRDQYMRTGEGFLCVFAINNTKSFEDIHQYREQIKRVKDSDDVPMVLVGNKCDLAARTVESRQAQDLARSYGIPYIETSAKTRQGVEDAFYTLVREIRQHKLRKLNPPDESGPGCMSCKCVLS
Mcl1 Bid PPI: disrupts binding of human Mcl-1 to Bid peptide; Q07820; TR-FRET Mcl-1/Bid-Dy647 peptide binding, 1536-well; inhibition, % at 21.7 µM; hit rate 0.97% among 220,000;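 active means compounds that cut the binding signal by more than half at the single screening dose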;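 further: His-tagged Mcl-1 with europium anti-His antibody binding Bid BH3 peptide; 0% = Mcl-1 plus peptide wells and 100% = peptide-only wells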
Rab2 wt GTP: changes GTP binding to wildtype dog Rab2A, up or down | GST-Rab2 wt beads, Bodipy-GTP binding, flow cytometry | P61105 | GTP binding activity, % at 10 µM | hit rate 0.19% among 190,000 | AID 760;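 active means GTP binding activity at least 20 points away from 100%, either lowered or raised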;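 further: 0% = beads with excess unlabeled GTP and 100% = no-compound control corrected for plate trend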
Rab7 wt modul: alters GTP binding to wildtype dog Rab7. GTP binding activity (percent of control), % at 10 µM. GST-Rab7 beads, fluorescent GTP binding, flow cytometry; actives lie on both sides; untreated = 100%, excess cold GTP = 0%. AID 758. hit rate 0.055% among 190,000;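 active means fluorescent GTP binding to Rab7 beads changed by at least 20 points from the 100% baseline, either direction, mostly lower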;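 further: median green fluorescence of bound Bodipy-FL-GTP per Rab7 bead population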
Numbers without * were called inactive; · = no result given.

SMILES	Mcl1-Noxa inh	Rac1 wt modul	Avidin bead fluor	Cdc42 wt GTP	Rac1 act GTP bind	GSH bead fluor	Pf gamet viab	HRas wt GTP	Mcl1 Bid PPI	Rab2 wt GTP	Rab7 wt modul
NC(=S)N/N=C\c1ccc(-c2cccc(Cl)c2Cl)o1	5	100	19	99	98	11	16	97	-33	92	92
CCOC(=O)c1c(NC(=O)CSc2nnnn2-c2ccc(OC)cc2)sc(C)c1C	2	105	5	108	100	35	·	101	-30	101	103
Clc1ccccc1CSc1nnc(-c2ccccn2)n1Cc1ccco1	13	100	10	101	97	22	22	101	-13	101	100
CCCc1cc(N2CCCC2)n2nc(C)c(-c3ccccc3)c2n1	-1	101	4	101	98	19	·	100	-48	101	103
CCN(CC)C(=O)COC(=O)c1ccc(O)cc1	-2	106	35	106	99	12	·	104	-11	103	102
Cc1noc(C)c1C(=O)OCC(=O)Nc1cc(Cl)ccc1Oc1ccccc1	7	108	34	109	105	18	·	106	4	105	100
COc1ccc(O[C@H]2C=C[C@@H](c3ccccc3)O[C@@H]2COC(=O)CC/C(C)=N/O[C@@H](C)CN2CCCCc3nc(C)c(C)cc32)cc1	8	109	11	104	103	19	·	101	-9	103	101
C=CCn1c(SCC(=O)Nc2ccc3c(c2)OCO3)nnc1-c1ccccc1	10	94	14	97	93	37	15	96	-17	94	93
Cc1c(CCOC(=O)C23CC4CC(CC(C)(C4)C2)C3)sc[n+]1Cc1ccccc1	2	102	11	100	98	75	-28	98	-17	99	100
O=C(/C=C/c1ccc(-c2ccccc2[N+](=O)[O-])o1)c1ccc(Br)cc1	27	103	33	96	99	22	·	97	-21	98	102
O=C(Nc1nnc(SCc2c(Cl)cccc2Cl)s1)C1CC(=O)N(c2ccc3c(c2)OCCO3)C1 (stereo not given)	13	90	8	87	86	13	-8	94	-28	93	99
NC(=O)C1CCN(Cc2nc(-c3ccccc3)no2)CC1	11	100	5	101	98	23	-2	100	-14	98	99
O=C1N/C(=N/O)S/C1=C\c1ccccc1-n1cccn1	18	94	11	92	95	17	-26	94	-23	94	101
N#Cc1nc(-c2ccco2)oc1NCCCn1ccnc1	12	92	9	95	91	15	·	95	-27	91	99
S=c1nn[nH]n1C12CC3CC(CC(C3)C1)C2	20	101	30	96	98	23	·	98	-9	99	99
COc1cc(/C=C/C(=O)O)ccc1S(=O)(=O)N1CCCc2ccccc21	12	97	14	94	93	13	·	94	3	95	101
CCCCCCNCCn1cnc2c(N)ncnc21	12	106	30	103	102	18	·	103	-6	101	102
CCC1(CC)NC(=O)N(CC(=O)OCn2nnc3ccccc3c2=O)C1=O	-1	103	13	102	98	13	·	105	-34	108	102
FC(F)(F)c1cccc(Nc2ncnc3ccccc23)c1	-38	101	13	98	96	5	-30	98	-25	97	100
COCCNc1oc(-c2ccc(Cl)cc2)nc1C#N	·	98	9	98	97	31	·	96	·	98	97
CCOc1ccc2nc(NC(=O)CSc3nc4ccccc4c(=O)n3Cc3ccco3)sc2c1	-80	104	18	100	99	34	·	101	-103	101	99
CCOC(=O)c1ccc(S(=O)(=O)N2CCN(C(=O)CSc3nc4ccccc4o3)CC2)cc1	10	101	13	96	97	12	8	97	-30	98	98
O=S(=O)(Nc1ccc(N=Nc2ccc(O)c3ccccc23)cc1)c1ccccc1	59*	96	12	91	93	5	23	95	-29	91	95
Cc1ccccc1NC1=CC(=O)CC(C)(C)C1	-2	111	5	105	102	30	·	103	-19	103	104
CCCCCC(=O)N1CCN(c2ccc(C(C)=O)cc2F)CC1	3	109	8	101	103	26	·	103	-3	101	99
Cc1ccc(-c2ccc(C(=O)Nc3cccc(F)c3)o2)c2ccccc12	7	101	5	100	96	16	·	98	-11	99	92
CC(C)(C)NC(=O)c1ccc2nccnc2c1	-16	102	14	101	99	25	-7	101	16	100	100
Cc1ccc(C)c(NC(=O)COC(=O)CCCN=C2NS(=O)(=O)c3ccccc32)c1	4	105	3	102	101	15	·	98	-22	100	102
O=C(c1cccc(Oc2c(Cl)cccc2[N+](=O)[O-])c1)N1CCCCC1	-13	96	5	96	96	22	-7	99	-3	100	103
O=C(NC(=S)Nc1ccc(S(=O)(=O)N2CCCCC2)cc1)c1ccc(Cl)cc1	4	102	13	105	101	22	-13	103	-29	105	100

13 entries from above, in markdown.
| Structure | Mcl1-Noxa inh | Rac1 wt modul | Avidin bead fluor | Cdc42 wt GTP | Rac1 act GTP bind | GSH bead fluor | Pf gamet viab | HRas wt GTP | Mcl1 Bid PPI | Rab2 wt GTP | Rab7 wt modul |
| --- | --- | --- | --- | --- | --- | --- | --- | --- | --- | --- | --- |
| CCCCCCNCCn1cnc2c(N)ncnc21 | 12 | 106 | 30 | 103 | 102 | 18 | · | 103 | -6 | 101 | 102 |
| CCC1(CC)NC(=O)N(CC(=O)OCn2nnc3ccccc3c2=O)C1=O | -1 | 103 | 13 | 102 | 98 | 13 | · | 105 | -34 | 108 | 102 |
| FC(F)(F)c1cccc(Nc2ncnc3ccccc23)c1 | -38 | 101 | 13 | 98 | 96 | 5 | -30 | 98 | -25 | 97 | 100 |
| COCCNc1oc(-c2ccc(Cl)cc2)nc1C#N | · | 98 | 9 | 98 | 97 | 31 | · | 96 | · | 98 | 97 |
| CCOc1ccc2nc(NC(=O)CSc3nc4ccccc4c(=O)n3Cc3ccco3)sc2c1 | -80 | 104 | 18 | 100 | 99 | 34 | · | 101 | -103 | 101 | 99 |
| CCOC(=O)c1ccc(S(=O)(=O)N2CCN(C(=O)CSc3nc4ccccc4o3)CC2)cc1 | 10 | 101 | 13 | 96 | 97 | 12 | 8 | 97 | -30 | 98 | 98 |
| O=S(=O)(Nc1ccc(N=Nc2ccc(O)c3ccccc23)cc1)c1ccccc1 | 59* | 96 | 12 | 91 | 93 | 5 | 23 | 95 | -29 | 91 | 95 |
| Cc1ccccc1NC1=CC(=O)CC(C)(C)C1 | -2 | 111 | 5 | 105 | 102 | 30 | · | 103 | -19 | 103 | 104 |
| CCCCCC(=O)N1CCN(c2ccc(C(C)=O)cc2F)CC1 | 3 | 109 | 8 | 101 | 103 | 26 | · | 103 | -3 | 101 | 99 |
| Cc1ccc(-c2ccc(C(=O)Nc3cccc(F)c3)o2)c2ccccc12 | 7 | 101 | 5 | 100 | 96 | 16 | · | 98 | -11 | 99 | 92 |
| CC(C)(C)NC(=O)c1ccc2nccnc2c1 | -16 | 102 | 14 | 101 | 99 | 25 | -7 | 101 | 16 | 100 | 100 |
| Cc1ccc(C)c(NC(=O)COC(=O)CCCN=C2NS(=O)(=O)c3ccccc32)c1 | 4 | 105 | 3 | 102 | 101 | 15 | · | 98 | -22 | 100 | 102 |
| O=C(c1cccc(Oc2c(Cl)cccc2[N+](=O)[O-])c1)N1CCCCC1 | -13 | 96 | 5 | 96 | 96 | 22 | -7 | 99 | -3 | 100 | 103 |

Other entries:
SMILES	Mcl1-Noxa inh	Rac1 wt modul	Avidin bead fluor	Cdc42 wt GTP	Rac1 act GTP bind	GSH bead fluor	Pf gamet viab	HRas wt GTP	Mcl1 Bid PPI	Rab2 wt GTP	Rab7 wt modul
COCC(C)n1c(C)cc(C(=O)CN2C(=O)NC(Cc3c[nH]c4ccccc34)C2=O)c1C (stereo not given)	5	103	7	100	100	30	·	100	-29	101	102
COc1ccc(C(=O)NC(=S)N2CCN(C)CC2)cc1Br	22	100	11	98	98	13	-7	100	-24	100	108
O=C(O)CCn1c(CO)nc2ccccc21	-3	99	17	93	95	13	7	93	0	95	92
COc1ccc(Cl)cc1Nc1nc(-c2sc(NC(=O)c3ccccc3)nc2C)cs1	32	100	13	101	99	11	·	100	70*	98	98
CC(=O)Nc1ccc(-c2csc(Nc3ccc(S(N)(=O)=O)cc3)n2)cc1	13	93	7	93	94	25	-15	96	-47	97	103
COc1ccc(NC(=O)NNC(=O)CCC(=O)Nc2ccccc2Cl)cc1	-5	96	10	96	96	20	5	98	-16	96	93
CCN(CC)c1nc(OCCNC(=O)Nc2ccccc2)nc(N(CC)CC)n1	25	95	10	93	92	41	-48	95	17	95	93
COc1cc(/C=N/c2oc(-c3ccccc3)cc2C#N)ccc1O	43	96	9	100	96	64	·	99	-62	96	95
CNC(=S)N/N=C1\C(=O)c2cccc3cccc1c23	-25	97	9	93	94	16	0	94	-47	92	96
O=C(COC(=O)c1ccc(S(=O)(=O)NCc2ccco2)cc1)NC1CCCCCC1	13	102	10	103	99	24	4	103	-33	102	103
COC(=O)C1(S(=O)(=O)c2cccc3nsnc23)CC1	11	107	29	107	102	22	-12	102	-4	105	98
OC(COCC1COc2ccccc2O1)CN1CCN(c2ccccc2F)CC1 (stereo not given)	28	105	4	105	101	21	1	102	25	104	99
CC(C)(C)c1ccc(CN2C(=O)CSC2=O)cc1	-6	100	13	101	97	9	10	101	-19	100	106
CCCn1c(C)nc2c(c1=O)c1nc3ccccc3nc1n2CCC1=CCCCC1	11	90	8	92	90	15	-19	93	6	89	94

Compounds as they come; 3% or so of the library scored in one or more.
